Screening data (PubChem)
core dimer inh = inhibitors of HCV core protein dimerization, primary screen, biochemical, TR-FRET, high-throughput. TR-FRET GST/Flag-core106 dimerization, 1536-well. inhibition, % at 5 µM. 300,000 tested, 0.33% active. AID 1899, 2009;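 active = inhibition above the mean of all tested compounds plus 3 SD, set per screening campaign, cut at about 45% in these data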
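assay system = GST-tagged and Flag-tagged HCV core protein residues 1-106 | controls = unlabelled core106 and no-GST-core106 wells | incubation = compound-protein-antibody incubation 4 h at 22.5 °C | probe or stimulus = Eu donor and XL665 acceptor anti-tag antibodies | read-out = % inhibition based on acceptor/donor emission ratio | signal = TR-FRET 671 and 617 nm emission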
GRK2 inh = compounds blocking aptamer binding on GRK2 – biochemical, human GRK2, bead flow cytometry, HTS, primary screen. inhibition of aptamer binding, % at 10 µM. 330,000 tested, 0.59% active. AID 488847, 2010. Beta-adrenergic receptor kinase 1 (Homo sapiens), P25098. FAM-aptamer displacement from GRK2;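 active = inhibition of aptamer binding above 40%, roughly 3 SD of noise, on plates passing a quality check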;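 note: median bead fluorescence of bound FAM aptamer so fluorescent compounds give negative values; no value below 0 was filed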
procasp3 activ = activators of human procaspase-3 D3A mutant, primary screen, biochemical, absorbance, PC-3 D3A mutant, single concentration. activation, % at 8.5 µM. Caspase-3 (Homo sapiens), P42574. recombinant procaspase-3 D3A, Ac-DEVD-pNA absorbance 405 nm. AID 463141, 2010. 330,000 tested, 0.11% active;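 active = activation above the mean of all tested compounds plus 3 SD, cut at about 21% in these data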;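 note: 0% = DMSO alone and 100% = DMSO wells spiked with extra 5 µM PC-3 D3A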
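Evaluation: percent activation relative to control range; Material: Procaspase-3 D3A mutant, all three cleavage aspartates alanine; Compound: single dose, 8.5 µM nominal compound, 0.8% DMSO; Replication: one well per compound; Signal: absorbance at 405 nm, 0 and 120 min; Schedule: 1 h preincubation plus 2 h reaction at 25 °C.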
JMJD2C inh = inhibitors of GASC-1 histone demethylase, primary screen, biochemical, fluorescence, DELFIA europium; Lysine-specific demethylase 4C (Homo sapiens), Q9H3R0; GST-JMJD2C(1-420) H3K9me3 demethylation; inhibition, % at 2.35 µM; 330,000 tested, 0.069% active; AID 2099, 2009;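 active = more than half of a compound's replicate wells show inhibition beyond 50%, single wells judged on their own value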;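 note: signal counts dimethyl H3K9 product captured on neutravidin plate; 0% = median of DMSO wells and 100% = 0.3 times that DMSO median; strong numbers were not always called active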
Target sequence (Q9H3R0 1-420 limits assumed): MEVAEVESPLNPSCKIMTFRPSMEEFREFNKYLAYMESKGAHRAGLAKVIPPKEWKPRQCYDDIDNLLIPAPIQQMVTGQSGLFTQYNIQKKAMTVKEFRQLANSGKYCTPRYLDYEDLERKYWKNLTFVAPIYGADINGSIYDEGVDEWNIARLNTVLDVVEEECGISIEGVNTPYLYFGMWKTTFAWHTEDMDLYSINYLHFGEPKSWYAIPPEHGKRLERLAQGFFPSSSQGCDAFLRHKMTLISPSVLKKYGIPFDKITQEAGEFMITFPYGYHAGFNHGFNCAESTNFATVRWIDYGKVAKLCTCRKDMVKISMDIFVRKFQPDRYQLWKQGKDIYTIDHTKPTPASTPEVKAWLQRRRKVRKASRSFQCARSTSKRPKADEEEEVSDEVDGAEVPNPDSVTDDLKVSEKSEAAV
PP5 inh = PP5 phosphatase inhibitors, primary screen, biochemical, fluorescence; purified PP5c, OMFP substrate fluorescence; inhibition, % at 6.7 µM; 320,000 tested, 0.18% active; AID 1987, 2009;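 active = inhibition above the campaign's mean inhibition across all tested compounds plus 3 SD, cut at about 9.5% in these data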;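 note: 0% = DMSO only and 100% = 100 µM cantharidin control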
procasp7 counter = procaspase-7 activators, primary screen, counter-screen for procaspase-3 activator project, biochemical, absorbance, HTS, human. recombinant procaspase-7, Ac-DEVD-pNA absorbance 405 nm; D23A/D198A/D206A triple mutant, cannot self-cleave; scale: DMSO 0, 5 µM enzyme 100. activation, % at 8.5 µM. 330,000 tested, 0.093% active. AID 463210, 2010;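 active = percent activation above the screen-wide mean plus 3 SD, cut at about 25% in these data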
Target sequence (P55210 whole entry D23A/D198A/D206A): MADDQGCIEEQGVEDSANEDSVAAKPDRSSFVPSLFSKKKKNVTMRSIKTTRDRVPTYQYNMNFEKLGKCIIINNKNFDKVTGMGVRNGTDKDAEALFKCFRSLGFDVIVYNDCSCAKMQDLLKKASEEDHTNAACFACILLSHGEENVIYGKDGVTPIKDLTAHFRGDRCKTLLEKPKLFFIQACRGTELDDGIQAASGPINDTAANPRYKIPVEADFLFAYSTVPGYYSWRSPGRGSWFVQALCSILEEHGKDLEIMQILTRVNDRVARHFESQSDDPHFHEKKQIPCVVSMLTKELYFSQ
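Replicates: singlicate. Assay system: Procaspase-7 triple mutant (PC-7 D3A). Signal: 405 nm absorbance of p-nitroaniline. Times: 1 h preincubation, 2 h reaction. Buffer or medium: Zinc-free HEPES pH 7.4 with 300 mM NaCl, 0.01% Triton X-100. Also added: DEVD-pNA substrate. Benchmarks: DMSO wells as 0%, DMSO with 5 µM added PC-7 as 100%.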
VLA-4 inh = inhibition in human VLA-4 binding assay, primary screen, VLA-4 allosteric modulator project, MLPCN library, flow cytometry, VLA-4 expressing cells; Integrin alpha-4 (Homo sapiens), P13612; ligand binding flow cytometry; inhibition, % (about 7 µM as worked out from the volumes in the protocol); 330,000 tested, 0.2% active; in the data active = inhibition above about 50%
Fh CTSL1 inh = Fasciola hepatica cathepsin L1 inhibitors, primary screen, counter-screen for PFM18AAP inhibitor project, biochemical, QFRET, fluorogenic peptide substrate | recombinant F. hepatica cathepsin L1, Z-Leu-Arg-MCA fluorescence | inhibition, % at 5.96 µM | 300,000 tested, 0.49% active;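 active = inhibition above the mean of all tested compounds plus 3 SD, set per screening campaign, cut at about 17% in these data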;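 note: 0% = plate median of test compound wells and 100% = 1 µM Z-Phe-Ala-diazomethylketone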
PP1 inh = PP1-alpha phosphatase inhibitors, primary screen, counter-screen for PP5 inhibitor project, biochemical, fluorescence, OMFP substrate, single point. purified PP1alpha. Serine/threonine-protein phosphatase PP1-alpha catalytic subunit (Homo sapiens), P62136. AID 2235, 2010. inhibition, % at 6.7 µM. 320,000 tested, 0.9% active;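 active = inhibition above the mean inhibition of all tested compounds plus 3 SD, computed separately for each screening campaign, cut at about 15% in these data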
Target sequence (P62136 whole entry, looked up): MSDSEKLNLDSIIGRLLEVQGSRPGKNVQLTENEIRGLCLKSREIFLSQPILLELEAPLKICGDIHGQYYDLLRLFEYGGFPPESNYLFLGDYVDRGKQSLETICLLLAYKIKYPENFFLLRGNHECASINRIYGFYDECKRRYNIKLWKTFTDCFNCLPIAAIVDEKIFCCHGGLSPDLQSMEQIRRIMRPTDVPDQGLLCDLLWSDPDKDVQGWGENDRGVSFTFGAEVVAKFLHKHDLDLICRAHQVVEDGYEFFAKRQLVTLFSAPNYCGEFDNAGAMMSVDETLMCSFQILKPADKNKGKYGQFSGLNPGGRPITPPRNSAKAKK
Active calls of the source: *; . = not tested or not shown.

Results follow in this order: core dimer inh	GRK2 inh	procasp3 activ	JMJD2C inh	PP5 inh	procasp7 counter	VLA-4 inh	Fh CTSL1 inh	PP1 inh
> Cc1nnc(SCC(=O)NC2CCCc3ccccc32)n1-c1ccccc1 (stereo not given)
  9	2	8	-3	-1.9	-5	-11	0	-4
> Cn1c(COc2ccccc2Br)nc2ccccc21
  14	0	19	-2	4.8	-8	-2	-7	-1
> CCCn1c(SCC(=O)N2CCN(C(C)=O)CC2)nc2sc3c(c2c1=O)CCC3
  3	1	-1	1	3.0	2	-1	3	5
> O=C(NCc1ccc(F)cc1F)c1cc(COc2c(F)cccc2F)on1
  -3	1	-1	10	0.1	-2	4	1	-2
> Cc1ccc(OCCN2C(=O)C(=O)c3cc(C)ccc32)cc1
  8	0	-2	-3	0.1	6	47	-3	18*
> O=C(O)CCC(=O)NNC(=O)c1ccc([N+](=O)[O-])cc1
  -3	3	0	2	0.8	2	2	3	-4
> CC(NCc1cccs1)c1ccccc1 (stereo not given)
  -1	0	-1	-4	1.4	-12	7	0	-6
> O=C(OCC(=O)N1CCCC1)c1ccc(O)cc1
  5	1	9	2	0.0	5	-6	3	-2
> COc1ccc(OC)c(CNC(=O)CCc2cn(C)c3ccccc23)c1
  5	0	0	3	-2.8	15	6	3	-3
> Clc1ccc(-c2cc(C3CCNCC3)[nH]n2)c(Cl)c1
  0	1	-1	6	1.3	5	7	2	1
> CCCNS(=O)(=O)c1ccc(CCC(=O)N2CCN(CC)CC2)cc1
  -3	2	6	1	-0.8	7	-9	-2	-5
> O=C(c1ccccc1CCc1ccccc1)N1CCOCC1
  2	0	6	10	2.8	0	7	-2	-4
> CCOC(=O)c1c(C)[nH]c(C(=O)COC(=O)C2(C)CC2(Cl)Cl)c1C (stereo not given)
  -11	4	-2	-3	4.0	6	-9	3	3
> CCCCn1c(SCC(=O)N2CCOCC2)nc2c1c(=O)n(C)c(=O)n2C
  4	0	2	1	0.8	9	-9	1	0
> COc1ccc(S(=O)(=O)N2CCC(C(=O)N3CCCCC3)CC2)cc1OC
  -2	0	1	-14	-1.2	-5	25	-2	0
> CN=c1scc(C)n1/N=C/c1ccc2c(c1)OCO2
  -20	91*	-7	-9	0.3	2	-1	3	0
> O=S(=O)(NCCCc1ccccc1)c1cccc2nsnc12
  7	0	6	-4	-0.9	-3	5	3	0
> CC1(C)C(=O)OC(c2c3ccccc3cc3ccccc23)C(C)(C)C1=O (stereo not given)
  3	0	-4	-4	3.1	-33	0	-1	-6
> COc1cccc(-n2c(=O)[nH]cc(C(=O)Nc3ccc4c(c3)OCCO4)c2=O)c1
  0	1	9	2	1.4	-2	15	2	2
> COc1ccccc1N1CCN(c2nc(C)cc(=O)[nH]2)CC1
  0	0	1	-2	3.3	14	-2	2	4
> COc1cc(OC)c(NC2=CC(=O)C(=O)c3ccccc32)cc1Cl
  -20	3	4	2	5.8	2	-4	23*	0
> O=C(O)Cn1c(P(=O)(O)c2ccccc2)nc2ccccc21
  -2	0	2	3	1.4	0	12	-3	2
> CC(C)CCC1(C)NC(=O)N(CC(=O)Nc2ccc3c(c2)OCCO3)C1=O (stereo not given)
  .	2	0	2	.	-1	-14	.	.
> CN(C)C(=O)NC(Nc1ccc(Cl)cc1Cl)C(Cl)(Cl)Cl (stereo not given)
  -5	2	-2	10	1.1	0	9	4	-2
> CCOC(=O)N1CCC(NC(=O)CSCc2cnn(-c3ccccc3)c2-n2cccc2)CC1
  1	0	2	2	3.2	8	6	-4	-2
> O=C(CCC(=O)N(CC(=O)NC1CCCCC1)Cc1cccs1)Nc1nccs1
  0	0	7	0	-0.6	12	-3	1	0
> CCc1noc(C)c1C(=O)N1CC(C)OC(C)C1 (stereo not given)
  -5	0	2	-17	0.4	1	0	0	2
> CC1CCCCN1CC(=O)Nc1sc2c(c1C#N)CCC2 (stereo not given)
  40	0	-1	-2	5.4	0	-6	2	4
> CC1CN(CCC(=O)Nc2ccccc2F)CC(C)O1 (stereo not given)
  1	0	-16	-1	-2.2	8	10	8	-1
> Cc1cc(NS(=O)(=O)c2ccc(NC(=O)c3cnc4sccn4c3=O)cc2)nc(C)n1
  1	0	-3	-6	0.7	-13	-5	1	-2
> CN(C)CCNS(=O)(=O)c1ccc(Cl)cc1
  -3	0	-5	-10	0.1	6	0	4	-1
> CC1CCCN(C(=O)CCCC(=O)N2CCCC(C)C2)C1 (stereo not given)
  -1	7	3	-5	0.3	4	2	0	-1
> c1ccc2c(c1)Cn1c-2nc2ccccc21
  0	3	7	10	1.8	3	6	0	1
> COc1ccccc1N1CCN(S(=O)(=O)CCNC(=O)Cc2ccc(F)cc2)CC1
  -1	1	9	2	1.0	11	1	1	-2
> COCCN1CCN(C(=O)c2cc(COc3ccc(Cl)cc3OC)on2)CC1
  0	1	-5	2	-6.4	11	-12	-33	-4
> O=C(CN1C(=O)C2CC=CCC2C1=O)NCc1cccs1 (stereo not given)
  -3	0	1	-3	1.1	0	10	3	-3
> COc1cc2cc(CCCOC(=O)c3ccc(Br)cc3)oc(=O)c2cc1OC
  .	21	1	5	-0.1	2	10	.	-1
> CC1=C(C(=O)OC(C)(C)C)C(c2cccs2)NC(=O)N1 (stereo not given)
  -15	0	2	-1	0.5	7	4	-2	-2
> O=C(c1ccc(Cl)c(S(=O)(=O)N2CCCC2)c1)N1CCOCC1
  0	0	2	1	1.9	-4	-10	0	-6
> Cc1ccc2c(c1)c1c(n2CCc2ccc(C)nc2)CCN(C)C1
  .	0	7	-2	-0.8	9	-9	.	0
> O=C(N/N=C/c1ccco1)c1cc([N+](=O)[O-])cc([N+](=O)[O-])c1
  5	2	7	-8	3.3	3	13	4	-2
> Cc1cc(S(=O)(=O)NCc2ccncc2)c(C)cc1Br
  8	0	-5	-1	0.0	5	8	0	-1
> Cc1ccc(NC(=O)CN(C)C(=O)CCSc2ccc(F)cc2)cc1
  .	2	4	-2	1.1	4	10	.	-5
> COc1ccc(CNC(=O)c2cccc(N3CCCC3=O)c2)cc1
  1	2	-4	-1	0.5	5	15	1	-5
> Nc1nc(-c2cc3ccccc3o2)cs1
  -2	0	-3	10	-0.6	-10	-8	16	1
> Cc1cc(-c2nc(-c3ccncc3)no2)ccc1[N+](=O)[O-]
  -2	25	-3	4	1.6	8	6	0	1
> Cc1ccc(OCCC(=O)OCC(=O)NCCc2ccccc2)cc1
  4	1	1	1	-0.6	-3	-6	-33	-7
> Cc1ccc(SCC(=O)NCc2ccco2)cc1
  -6	2	0	-4	-2.6	-3	-3	10	-7
> COc1ccc(-c2cc(=O)oc3cc(OC(C)C(=O)NCCCn4ccnc4)ccc23)cc1 (stereo not given)
  -3	0	6	5	-0.5	-2	14	3	-3
> CCOc1ccc(Cl)cc1/C=N/O
  6	1	6	-19	2.4	-3	10	0	2
> O=S(=O)(c1cccc(-c2nc3ccccc3s2)c1)N1CCOCC1
  -1	0	0	1	1.1	8	-15	3	1
> O=C(Nc1ccc([N+](=O)[O-])cc1)c1ccc(Cn2cc([N+](=O)[O-])cn2)cc1
  4	4	11	9	1.3	4	2	0	4
> O=C(Cn1cc(C(F)(F)F)ccc1=O)N/N=C/c1ccc(Cl)c(Cl)c1
  -11	0	1	6	2.5	-3	21	4	3
> Clc1cccc(Cl)c1CSc1cc2c(nn1)-c1ccccc1CC2
  2	0	-5	12	-1.3	-6	0	-4	-5
> COc1ccc(CN(CCO)CCO)cc1[N+](=O)[O-]
  -9	0	6	-9	-1.0	1	-2	1	-4
> O=C(Cc1ccc(Cl)cc1)Nc1cccc(-c2nnc(-c3ccco3)o2)c1
  1	0	-9	-2	1.3	8	-11	3	-3
> CN(C)CCNC(C(=O)Nc1cc(Cl)cc(Cl)c1)c1ccccc1 (stereo not given)
  -4	0	-2	9	-2.5	-2	3	0	-2
> c1ccc(-c2cc3c(N4CCOCC4)ncnc3s2)cc1
  11	1	0	19	-1.0	8	2	2	2
> CCOc1cc(/C=N\NC(N)=O)cc(Br)c1OC(C)C
  -7	0	-8	-8	1.0	3	16	5	-2
> Cc1cc(C(F)F)n2ncc(C(=O)N3CCC(C(N)=O)CC3)c2n1
  1	2	3	-9	-3.9	1	1	7	-5

Two records drawn at random from those above, as already listed:
Results follow in this order: core dimer inh	GRK2 inh	procasp3 activ	JMJD2C inh	PP5 inh	procasp7 counter	VLA-4 inh	Fh CTSL1 inh	PP1 inh
> O=S(=O)(NCCCc1ccccc1)c1cccc2nsnc12
  7	0	6	-4	-0.9	-3	5	3	0
> O=C(CCC(=O)N(CC(=O)NC1CCCCC1)Cc1cccs1)Nc1nccs1
  0	0	7	0	-0.6	12	-3	1	0

Later entries
Results follow in this order: core dimer inh	GRK2 inh	procasp3 activ	JMJD2C inh	PP5 inh	procasp7 counter	VLA-4 inh	Fh CTSL1 inh	PP1 inh
> Cc1ccc(S(=O)(=O)Nc2ccc3c(c2)nc(CCN2CCOCC2)n3C)cc1
  -1	0	1	-4	0.4	2	2	-2	-2
> CCCCOc1ccc(CON(C(C)=O)C(C)=O)cc1Cl
  -1	2	1	4	0.7	9	10	-4	-3
> CC(C)NC(=O)c1ccccc1NC(=O)C(C)Oc1ccccc1 (stereo not given)
  2	0	1	7	0.1	-3	3	-1	-10
> CCn1c2ccccc2c2cc(NC(=O)COC(=O)c3cc(Cl)c(N)cc3OC)ccc21
  10	2	9	-7	0.5	5	2	11	1
> S=C(Nc1cccc(Cl)c1)Nc1ccc2cn[nH]c2c1
  -7	2	-12	6	0.2	-3	13	1	-1
> O=C(C=C1SCCS1)/C=C/c1ccco1
  32	10	-30	-17	-1.6	-26	6	9	1
> CC(C)(C)c1ccc(O)c(N=Cc2cc(Br)ccc2O)c1
  1	0	-24	-27	0.3	-33	-5	-4	-1
> Cc1cccc(NC(=O)c2ccc(F)c(S(=O)(=O)N3CCC4(CC3)OCCO4)c2)c1
  -14	3	-1	-5	1.8	7	0	1	-3
> COC(=O)c1ccc(N2CCN(C)CC2)c(NC(=O)c2ccc(Br)o2)c1
  -1	0	12	14	1.2	11	0	2	-4
> Cn1c(SCC(=O)c2ccccc2)nnc1-c1ccncc1
  1	3	1	-4	-1.0	-1	3	-3	-1
